TEAD-YAP block – TEAD-YAP interaction inhibition, primary screen, TEAD-YAP interaction inhibitor project, luminescence, HEK-TIYL cells | TEAD-Gal4/YAP UAS-luciferase luminescence | inhibition, % at 9.12 µM | 640,000 tested, 1.4% active; in the data active = inhibition above about 32%;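 also: 0% = median of test compound wells and 100% = reference inhibitor wells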
FBW7 act – FBW7 E3 ligase activators, primary screen, biochemical, AlphaScreen, human; normalized activity (activation), % at 26.1 µM; 650,000 tested, 0.13% active; AlphaScreen FBW7–phospho-cyclin E peptide binding, activator screen; F-box/WD repeat-containing protein 7 (Homo sapiens), Q969H0; in the data active = normalized activity above about 1.9%;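 also: purified mutant Fbw7 with reduced substrate affinity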
GPR151 activ – activators of human GPR151, primary screen, cell-based, PathHunter beta-arrestin, luminescence | G-protein coupled receptor 151 (Homo sapiens), Q8TDV0 | PathHunter beta-arrestin GPR151 cells | activation, % at 11.2 µM | 650,000 tested, 1% active; in the data active = activation above about 4.9%;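 also: 0% = median of compound wells and 100% = cells with positive control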
Target sequence (Q8TDV0 whole entry, looked up): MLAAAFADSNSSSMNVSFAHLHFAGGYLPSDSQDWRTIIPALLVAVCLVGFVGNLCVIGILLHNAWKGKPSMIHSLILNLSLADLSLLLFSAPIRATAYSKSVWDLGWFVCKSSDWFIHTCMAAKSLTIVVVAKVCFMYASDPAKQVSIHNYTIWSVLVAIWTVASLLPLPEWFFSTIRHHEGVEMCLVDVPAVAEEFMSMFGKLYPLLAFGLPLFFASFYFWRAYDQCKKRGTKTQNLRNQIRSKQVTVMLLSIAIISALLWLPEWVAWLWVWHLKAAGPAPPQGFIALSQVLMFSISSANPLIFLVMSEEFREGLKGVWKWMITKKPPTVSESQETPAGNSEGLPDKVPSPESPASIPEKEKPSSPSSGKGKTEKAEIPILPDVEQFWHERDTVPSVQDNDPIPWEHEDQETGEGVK
MITF inh – MITF inhibitors, primary screen, biochemical, AlphaScreen, human; 650,000 tested, 0.91% active; inhibition, % at 2.6 µM; AID 1259374, 2018; AlphaScreen MITF homodimerization, bead proximity signal; in the data active = inhibition above about 50%;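 also: 0% = vehicle wells with protein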
Target sequence (O75030 whole entry, looked up): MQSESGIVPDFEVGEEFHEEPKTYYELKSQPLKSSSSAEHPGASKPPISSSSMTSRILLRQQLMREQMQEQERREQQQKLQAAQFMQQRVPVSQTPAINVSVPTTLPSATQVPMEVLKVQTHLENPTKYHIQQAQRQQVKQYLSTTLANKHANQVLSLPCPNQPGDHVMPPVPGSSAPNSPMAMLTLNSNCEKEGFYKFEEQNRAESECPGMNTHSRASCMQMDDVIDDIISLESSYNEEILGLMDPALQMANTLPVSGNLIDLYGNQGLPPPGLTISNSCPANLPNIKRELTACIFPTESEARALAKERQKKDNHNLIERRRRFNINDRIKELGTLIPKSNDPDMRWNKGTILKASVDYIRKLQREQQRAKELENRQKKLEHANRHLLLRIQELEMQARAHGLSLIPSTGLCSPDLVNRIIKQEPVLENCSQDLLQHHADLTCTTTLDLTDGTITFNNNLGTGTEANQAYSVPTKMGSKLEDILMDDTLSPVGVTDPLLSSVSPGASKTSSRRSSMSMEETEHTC
Starred values were filed as active, the others as inactive; & = joins results of further samples. Hits appear at their usual frequency; about 3.5% have a hit in one of these screens.

molecule	MITF inh	GPR151 activ	FBW7 act	TEAD-YAP block
CC(C)c1ccc(NC(=O)CSc2nc3ccccc3[nH]2)cc1	-5.5	-0.4	0.2	-19.7
COc1cccc(CC(CC(=O)Nc2cc(C)ccc2C)C(=O)O)c1 (centres undefined)	4.9	-1.4	0.0	14.5
COc1cc(C(=O)Nc2cc(C(=O)Nc3ccccc3SC)ccc2N2CC3CC(C2)c2cccc(=O)n2C3)cc(OC)c1OC (centres undefined)	11.9	0.7	0.0	-12.1
O=C(Nc1nc(-c2cccnc2)cs1)c1ccc2c(c1)S(=O)(=O)c1ccccc1C2=O	-7.5	0.2	0.2	2.4
Cc1ccccc1NC(=O)CCC1CCCC1	-3.6	0.3	-0.2	-10.8
C=CCOc1ccc(/C=c2\sc3n(c2=O)C(c2ccc(OC)c(OCC)c2)C(C(=O)OCC)=C(C)N=3)cc1OC (centres undefined)	-1.7	0.0	0.1	11.3
Cc1cn2c3c(=O)n(CCc4ccccc4)c(=O)n(C)c3nc2n1C	2.9	-0.5	0.1	1.7
COc1ccccc1NS(=O)(=O)c1cc2c(cc1Cl)NC(=O)CO2	8.7	-0.5	0.1	-4.4

(more compounds)
molecule	MITF inh	GPR151 activ	FBW7 act	TEAD-YAP block
COC(=O)c1ccc(/C=C2\Oc3c(ccc(O)c3CN3CCCCC3)C2=O)cc1	-4.0	0.0	0.1	1.2
Cc1c(Cl)cccc1N1C(=O)CC(Sc2ccccc2C(=O)O)C1=O (centres undefined)	20.3	1.2	-0.1	-4.9
CSc1ncc(Cl)c(C(=O)N2CCN(C)CC2)n1	-13.2	0.3	0.1	3.5
COCCn1ccc2c(OCC(=O)Nc3ccc(C)cc3)cccc2c1=O	0.7	-0.7	0.3	-2.1
Cc1cccc(C2C=C(c3ccc(Br)s3)Nc3nnnn32)c1 (centres undefined)	-0.3	-1.4	0.1	0.9
COc1ccc(Nc2nc(-c3cc4cccc(OC)c4oc3=O)cs2)cc1	0.7	0.0	0.0	-16.9
CCCN1CCN(c2ncnc3sc(C(=O)Nc4cc(Cl)ccc4OC)c(C)c23)CC1	6.5	-0.6	0.1	-9.8
COc1ccc(Cc2nn3c(-c4ccc(F)cc4)nnc3s2)cc1	0.9	0.3	0.3	-8.2

Profiles, looked up by structure. Order of values: MITF inh | GPR151 activ | FBW7 act | TEAD-YAP block
Entry for `CSc1ncc(Cl)c(C(=O)N2CCN(C)CC2)n1` → -13.2 | 0.3 | 0.1 | 3.5
Entry for `COC(=O)c1ccc(/C=C2\Oc3c(ccc(O)c3CN3CCCCC3)C2=O)cc1` → -4.0 | 0.0 | 0.1 | 1.2
Entry for `COc1ccc(Cc2nn3c(-c4ccc(F)cc4)nnc3s2)cc1` → 0.9 | 0.3 | 0.3 | -8.2
Entry for `Cc1c(Cl)cccc1N1C(=O)CC(Sc2ccccc2C(=O)O)C1=O` (centres undefined) → 20.3 | 1.2 | -0.1 | -4.9
Entry for `COCCn1ccc2c(OCC(=O)Nc3ccc(C)cc3)cccc2c1=O` → 0.7 | -0.7 | 0.3 | -2.1

(more compounds)
molecule	MITF inh	GPR151 activ	FBW7 act	TEAD-YAP block
CCCCCC(=O)Nc1nnc(Cc2ccccc2F)s1	-0.8	-0.2	0.5	2.7
CCOc1ccc(-c2n[nH]c(C)c2Oc2ccccc2)c(O)c1C	7.5	0.7	-0.4	3.5
CCc1ccccc1NS(=O)(=O)c1ccc2c(c1)CCN2C(=O)C1CC1	10.8	-1.0	0.3	-1.1
CCOC(=O)c1cc(NC(=O)Nc2ccccc2)c(C)nc1C	-0.6	-1.8	0.2	5.1
O=C(NCc1cccnc1)c1ccnc(Nc2ccc(N3CCOCC3)cc2)c1	1.1	0.2	0.1	-2.6
CC(C(=O)NCCn1nc(-c2cccs2)ccc1=O)c1ccccc1 (centres undefined)	18.3	0.9	0.0	-3.1
COc1ccc(-n2c(=O)c(C#N)cc3c(=O)n4ccccc4nc32)c(OC)c1	2.9	-0.3	-0.2	-1.2
CCn1c(-c2ccc(OC)cc2)cnc1SCC(=O)Nc1ccc(N(C)C)cc1	-5.0	1.3	0.1	-1.6

(listing goes on)
molecule	MITF inh	GPR151 activ	FBW7 act	TEAD-YAP block
CNC(=O)C1Cc2ccccc2N1C(=O)c1c(-c2ccccc2Cl)noc1C (centres undefined)	-24.9	2.4	0.3	4.2
COc1ccc(NC(=O)Nc2ccc(C)c(F)c2)cc1	10.8	0.5	0.0	-68.5
O=C(Nc1c2c(nn1-c1ccc(Cl)cc1)CSC2)C1CCCC1	12.9	-0.2	0.4	-20.4
COc1ccc(/C=N/S(=O)(=O)c2cccs2)cc1OC	14.0	-1.7	0.2	-7.8
O=C(CCC1CCCN(C(=O)C2=CCCCC2)C1)NCc1ccccc1F (centres undefined)	2.3	-0.3	-0.1	7.4
CC1CCCCN1C(=O)c1ccc(C(C)(C)C)cc1 (centres undefined)	-8.9	-0.7	0.2	-7.7
COc1ccc(C2/C(=C(/O)c3ccccc3)C(=O)C(=O)N2CCN2CCOCC2)c(OC)c1 (centres undefined)	-2.8	0.6	0.0	7.0
CCOC(=O)c1ccc(NC(=O)CSc2nc3cc4c(cc3cc2C#N)OCCO4)cc1	-1.8	1.0	-0.2	12.2

The closing 2 entries of the part above are carried over, then new ones follow:
molecule	MITF inh	GPR151 activ	FBW7 act	TEAD-YAP block
COc1ccc(C2/C(=C(/O)c3ccccc3)C(=O)C(=O)N2CCN2CCOCC2)c(OC)c1 (centres undefined)	-2.8	0.6	0.0	7.0
CCOC(=O)c1ccc(NC(=O)CSc2nc3cc4c(cc3cc2C#N)OCCO4)cc1	-1.8	1.0	-0.2	12.2
CNC(=S)NNC(=O)c1cc(N(C)C)nc(N(C)C)n1	10.7	1.0	0.1	0.0
CCCCC(=O)Nc1ccc(C(=O)Nc2nncs2)cc1	-10.6	-1.0	0.0	-46.3
Cc1ccc(-c2nc(Nc3cccc(C(=O)O)c3)c3ccccc3n2)cc1	4.6	-0.1	-0.1	3.4
Fc1cccc(Cl)c1Cn1nnc(-c2ccc3c(c2)OCO3)n1	6.0	0.3	0.2	-83.3
CCOC(=O)c1ccc(N2C(=O)c3n[nH]c(-c4ccco4)c3C2c2cccnc2)cc1 (centres undefined)	4.7	-0.7	0.2	17.9
CCN(CCCCCN(C)C)Cc1cc2ccccc2o1	2.1	0.2	-0.1	-4.8
O=C(CN1CCCCC1)Nc1ncc(Cc2ccc(F)cc2)s1	6.6	-1.5	0.0	-3.1
c1ccc(-c2nccc(NC3CC3)n2)cc1	-6.1	-2.2	0.0	-32.8

Remaining list, next part
molecule	MITF inh	GPR151 activ	FBW7 act	TEAD-YAP block
CC1=C(C(=O)OC2CCCC2)C(c2ccc(Cl)cc2)NC(=O)N1 (centres undefined)	-0.2	1.7	0.0	-9.6
CCN(CC)CCNC(=O)Cn1c(=S)[nH]c2ccccc2c1=O	7.5	1.4	0.0	-3.7
COc1cccc(OCc2nc3ccccc3n2C)c1	4.2	-6.8	0.3	-29.7
Cc1cc(C)c2c(N)c(C(=O)NC34CC5CC(CC(C5)C3)C4)sc2n1	-3.2	1.2	0.0	-1.5
CCCCN(CC)C(=O)c1ccccc1Cl	9.7	2.2	0.0	5.3
CCCC1=NN2C(=N)/C(=C/c3ccc(-c4ccc(Cl)cc4)o3)C(=O)N=C2S1	6.4	0.9	0.1	-0.7
Cc1ccccc1C(=O)Nc1nnc(CCc2ccccc2)s1	-0.8	-0.9	-0.1	-1.3
CCOC(=O)CSc1ccc(C(F)(F)F)cc1[N+](=O)[O-]	1.6	0.3	-0.1	1.0

Later entries.
molecule	MITF inh	GPR151 activ	FBW7 act	TEAD-YAP block
O=c1c2cnn(-c3ccccc3)c2nnn1Cc1ccccn1	15.2	-0.8	0.3	4.9
O=C(NC1CCC(CC2CCC(NC(=O)C3CCCO3)CC2)CC1)C1CCCO1 (centres undefined)	8.8	2.0	0.0	12.9
O=C(CCS(=O)(=O)c1ccccc1)NCc1ccc2c(c1)OCO2	5.4	0.0	-0.2	5.7
CCCOC(=O)C1=C(C)NC2=C(C(=O)CC(C)(C)C2)C1c1ccccc1 (centres undefined)	-13.6&-0.1	-0.3&-0.9	0.2&-0.1	7.0&3.4
COc1ccc(OC)c(/C(O)=C/C(=O)C(=O)Nc2cc(C)ccc2OC)c1	10.8	-0.8	-0.2	-0.1
Cc1ccc(COC(=O)c2cc(N3CCOCC3)ccn2)cc1	-5.3	0.4	0.1	-11.0
CCOc1ccccc1NC(=O)c1cc(C(C)(C)C)oc1C	2.9	-1.3	0.5	7.1
O=C(Cc1ccccc1)NCC(=O)OCc1cccc(F)c1	-4.5	0.3	0.0	2.3

Carrying on.
molecule	MITF inh	GPR151 activ	FBW7 act	TEAD-YAP block
O=C(NC1(c2ccc3c(c2)OCO3)CCCC1)c1ccc(CN2CCOCC2)o1	12.3	-0.5	0.2	1.5
COc1ccc(C2C/C(=N/O)C(C(C)C)C(c3ccc(OC)cc3)N2)cc1 (centres undefined)	-3.6	0.7	0.5	3.8
Cc1cccc(C(=O)NNC(=O)c2ccc([N+](=O)[O-])cc2)c1	12.5	-0.1	0.3	14.8
O=C1C(Cl)=C(NCC2CCCO2)C(=O)N1CCc1ccccc1 (centres undefined)	4.2	-0.6	0.3	-41.6
CCc1nc2ccccc2n1CC(O)COc1ccc(OC)cc1 (centres undefined)	-0.7	0.3	-0.1	7.0
Cn1c2c(c(=O)n(C)c1=O)CN(CCCN1CCOCC1)CN2	-8.9	-0.1	-0.1	2.8
CC(C)[C@H](NC(=O)c1ccc(Br)cc1)C(=O)O	5.7	2.2	-0.1	4.9
COc1ccc2cc(CN(Cc3cccnc3)Cc3nnnn3C(C)(C)C)c(=O)[nH]c2c1	-0.7	-1.0	1.0	4.0

(cont.)
molecule	MITF inh	GPR151 activ	FBW7 act	TEAD-YAP block
Cc1ccc(-c2nc(N)sc2C)c(C)c1	7.0	-0.6	0.0	-0.9
O=C1N=c2ccccc2=C1c1c(O)[nH]c2ccc(Cl)cc12	3.2	-0.3	-0.1	4.2
N#Cc1ccc(Cl)cc1NC(=O)COC(=O)c1ccc(-c2ccc([N+](=O)[O-])cc2)o1	9.2	-1.0	0.1	-0.5
NS(=O)(=O)c1cc2c(cc1Cl)NC(c1ccccc1OCC(=O)O)NS2(=O)=O (centres undefined)	0.6	-0.4	0.1	13.4
COc1ccc(NS(=O)(=O)c2cc(C(=O)Nc3ccc(Br)cc3)ccc2C)cc1	-14.1	-0.7	0.0	3.8
CCCCN(CC)S(=O)(=O)Cc1ccccc1	2.6	-1.2	0.5	11.8
NS(=O)(=O)c1ccc(CNS(=O)(=O)c2ccccc2[N+](=O)[O-])cc1	0.4	-0.4	0.1	6.2
COc1ccc(OC(C)C(=O)NCc2cccnc2)cc1 (centres undefined)	5.7	2.9	-0.1	10.8

Other records follow.
molecule	MITF inh	GPR151 activ	FBW7 act	TEAD-YAP block
Cc1nc(NCCNC(=O)Cc2c[nH]c3ccccc23)cc(N2CCCC2)n1	7.8	0.5	0.2	4.8
Cc1sc2ncn(/N=C/N(C)C)c(=O)c2c1-c1ccccc1	-10.2	3.0	0.0	-11.1
COc1cccc(OC)c1C(=O)Oc1ccc2c(=O)c(Oc3ccc(-c4ccccc4)cc3)coc2c1	-16.4	-1.4	-0.1	2.1
Cc1cc(S(=O)(=O)Nc2ccc(-c3ccccc3)cc2)c(C)s1	-10.1	-0.5	0.0	-10.2
CC(=O)c1ccc(N2CCN(c3ncnc4c3c(-c3ccccc3)cn4-c3ccccc3)CC2)cc1	5.9	-0.7	-0.2	3.2
Cc1ccc(S(=O)(=O)Nc2ccc(S(=O)(=O)Nc3cc(C)nc(C)n3)cc2)cc1	-3.5	-1.8	-0.2	2.4
O=C(COC(=O)CN1C(=O)c2cccc([N+](=O)[O-])c2C1=O)OCN1C(=O)c2ccccc2C1=O	34.4	4.9*	1.0	-12.0
CCOC(=O)c1c(C)[nH]c(/C=C(\C#N)C(=N)N2CCN(C(=O)N(CC)CC)CC2)c1O	12.0	0.1	0.2	-5.2

Additional records.
molecule	MITF inh	GPR151 activ	FBW7 act	TEAD-YAP block
CCOc1ccc(S(=O)(=O)NN2Cc3ccccc3C2=N)cc1	12.0	-0.2	0.4	1.4
COc1cccc(C2C(C#N)=C(N)OC3=C2C(=O)CC(C)(C)C3)c1OC(=O)N1CCOCC1 (centres undefined)	13.3	-0.5	0.1	4.9
CCCCCOC(=O)C1=C(C)NC2=C(C(=O)CC(C)(C)C2)C1c1ccccn1 (centres undefined)	10.1	-0.2	0.8	2.3
CCOC(=O)c1ccc(NC(=O)C2Oc3ccccc3OC2C)cc1 (centres undefined)	-2.1	-1.4	0.1	-7.0
COc1ccc(C(=O)N[C@H](C(=O)NC2CCCCCC2)C(C)C)cc1	3.0	-2.2	0.6	-12.2
CCOC(=O)c1c(NC(=O)c2nc(S(C)(=O)=O)ncc2Cl)sc(C)c1C	-0.9	-3.0	0.6	8.3
N#Cc1ccccc1OCC(=O)N/N=C/c1ccc(-c2ccc(F)cc2)o1	-24.6	-0.1	0.1	-21.7
O=C(Nc1ccccc1)c1ccc(S(=O)(=O)N2CCCc3ccccc32)cc1	-13.0	0.4	0.1	-0.4
N#C/C(=C\c1nn(-c2ccccc2)c(N)c1C#N)c1ccco1	58.7*	0.2	-0.3	-56.7
COCC(=O)N(C)C(Cc1ccc(F)cc1)C1CCN(C(=O)c2ccccc2)CC1 (centres undefined)	-1.8	0.5	-0.1	12.5
Cc1c(C(=O)Nc2cccc(Cl)c2)sc2ncn(Cc3cccc(F)c3)c(=O)c12	3.3	-0.6	0.2	4.9

Compound activity (PubChem)
